Bioassay records: PubChem, National Center for Advancing Translational Sciences (NCATS)
TDP1 cell CPT = growth inhibition of DT40 Tdp1-/-;hTDP1 cells with camptothecin (screen for TDP1 inhibitors); chicken DT40 Tdp1-/-;hTDP1 cells + 20 nM CPT, ATP luminescence, 48 h; Potency, µM (titrated, usually from 46.2 µM), for inactives: top-dose activity change, negative = growth inhibition, most hits filed as inhibitors; 420,000 compounds, 12% hits; AID 686979; note: nearly all actives have a fitted effect of over 55% in size
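Chicken DT40 Tdp1-/- cells complemented with human TDP1, 400 cells/well, exposed to compounds plus 20 nM camptothecin for at least 48 h at 37 C; viability read as ATP content by CellTiter-Glo luminescence.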
TDP1 inh = blocks human tyrosyl-DNA phosphodiesterase 1 | recombinant TDP1, AlphaScreen DNA substrate cleavage | Q9NUW8 | Potency, µM (titrated, usually from 130 µM), for inactives: at the top dose activity change, negative = inhibition, most hits filed as inhibitors | 350,000 compounds, 0.28% hits | AID 485290; note: nearly all actives have a fitted effect of over 40% in size
Target sequence (Q9NUW8 whole entry, looked up): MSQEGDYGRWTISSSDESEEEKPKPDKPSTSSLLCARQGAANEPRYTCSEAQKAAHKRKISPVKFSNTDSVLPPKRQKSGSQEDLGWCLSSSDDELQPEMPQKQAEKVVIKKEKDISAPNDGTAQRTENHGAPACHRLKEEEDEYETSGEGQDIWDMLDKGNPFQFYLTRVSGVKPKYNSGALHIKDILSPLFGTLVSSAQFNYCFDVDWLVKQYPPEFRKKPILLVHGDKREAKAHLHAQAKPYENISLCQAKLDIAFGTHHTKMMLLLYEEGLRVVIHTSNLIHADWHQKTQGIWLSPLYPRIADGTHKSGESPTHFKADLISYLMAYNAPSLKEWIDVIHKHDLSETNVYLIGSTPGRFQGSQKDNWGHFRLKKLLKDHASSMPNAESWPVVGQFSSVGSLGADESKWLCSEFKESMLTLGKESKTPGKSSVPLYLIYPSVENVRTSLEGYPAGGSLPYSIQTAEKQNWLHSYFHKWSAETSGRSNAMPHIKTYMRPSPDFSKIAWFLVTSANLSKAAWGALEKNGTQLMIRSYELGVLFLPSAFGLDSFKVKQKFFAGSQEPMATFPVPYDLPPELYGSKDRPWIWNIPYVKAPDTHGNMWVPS
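Compounds were preincubated with Tdp1 (1 nM final) for 15 min at room temperature before substrate (15 nM final) started a 5 min reaction; beads (10 ug/ml final) were then added for 10 min before AlphaScreen detection.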
DT40 TDP1 no CPT = qHTS for Inhibitors of human tyrosyl-DNA phosphodiesterase 1 (TDP1): qHTS in cells in absence of CPT; Potency, µM (highest dose often 46.2 µM), inactives show at the highest dose activity change, negative = growth inhibition, hits mostly inhibitors; 420,000 compounds, 15% hits; DT40 Tdp1-/- hTDP1 cells, no CPT, ATP luminescence, 48 h; AID 686978, 2013; note: nearly all actives have a fitted effect of over 55% in size
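Compound effects on proliferation are scored in DT40 Tdp1-/-;hTDP1 cells in the absence of CPT. ATP levels (CellTiter-Glo luminescence) are recorded after a ≥48 hr, 37 °C incubation.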
Active calls of the source: *; ? = inconclusive; . = no result given; & = joins results of further samples; [ ] = dose if it differs, or a comment. Calls come from the whole dose curve; as a rule, active = well fitted curve in the direction sought with a large enough effect; inconclusive = small, poorly fitted or top-dose-only effect, or another doubt; inactive = no such curve, though single readings can be large; an effect the other way counts as inactive or inconclusive. % is set by controls: 0 for no effect and ±100 for the full control effect; potency is the fitted concentration of half-maximal effect.

compound,TDP1 cell CPT,TDP1 inh,DT40 TDP1 no CPT
COc1cc(/C=N/n2c(-c3ccccc3)n[nH]c2=S)ccc1O,1%,1%,-13%
Cc1cc(C)c(C(=O)N2CCCC(Nc3ccc(C)c(C)c3)C2)o1 (stereo not given),?,9%,?
Cc1c(C(=O)N(Cc2ccccc2F)C2CCS(=O)(=O)C2)oc2ccccc12 (stereo not given),?,4%,?
Cc1cnc(C(=O)Nc2ccc(F)cc2)cn1,1%,-3%,-18%
CCN1CCN(C(=S)Nc2cccc(C(F)(F)F)c2)CC1,3%,-3%,-17%
Cc1nc(SCc2ccc(F)cc2)n[nH]1,5%,.,-5%
C/C(=N\NC(=O)CN1CCN(Cc2ccc(C)cc2)CC1)c1ccncc1,0%,-1%,-6%
CCCCc1n[nH]c2c1/C(=N/OCC)CC(C)(C)C2,7%,8%,-30%
COc1ccc(C2/C(=C(/O)c3ccc(S(=O)(=O)N4CCOCC4)cc3)C(=O)C(=O)N2CCN2CCOCC2)cc1 (stereo not given),6%,.,5%
CC(C)(C)NCC(O)COc1cccc2[nH]c(=O)[nH]c12 (stereo not given),4%&3%,9%&4%,13%&3%
CCC(=O)Nc1cccc(-n2nnnc2SCC(=O)N(C(C)C)C(C)C)c1,4%,-2%,?
O=C(CSc1nc2ccccc2c(=O)[nH]1)Nc1ccc(N2CCOCC2)c(Cl)c1,?,?,?
Oc1cccc(/C=N/c2c(-c3ccco3)nc3ccccn23)c1,-28%,-4%,?
COC(=O)c1coc(-c2ccc(OC)cc2)c1C(=O)OC,1%,-2%,-18%
CC(=O)c1cccc(NC(=O)c2noc3c2CCc2ccccc2-3)c1,5%,-3%,-28%
CN1CCC(N(C)C(=S)NC(=O)C23CC4CC(CC(C4)C2)C3)CC1,2%,3%,-4%
CC1(C)C2CCC13CS(=O)(=O)N[C@@H]3C2 (stereo not given in full),?,-2%,-18%
c1ccc(Cn2nnc3c(NCCN4CCOCC4)ncnc32)cc1,-2%,-2%,-14%
COc1cccc(NC(=O)Cn2c(=O)n(Cc3ccccc3)c(=O)c3ccccc32)c1,?,-3%,-22%
O=C(NC1CCOC1)c1ccc(OC2CCN(CCc3ccccc3)CC2)cc1 (stereo not given),0%,1%,-1%
C=C(C)Cn1cnc2cc(C)c(C)cc21,-1%,6%,-1%
COc1ccc(CCNC(=O)c2ccccc2Cl)cc1OC,-7%,8%,19%
COc1ccc(N2CCN(CCN3C(=O)c4ccccc4C3=O)CC2)cc1,2%,.,8%
O=C(COc1ccc([N+](=O)[O-])cc1)NCCc1nc2ccccc2[nH]1,13%,-2%,3%
COc1cccc(CNC(=O)COC(=O)c2ccc(-c3ccc(O)cc3)cc2)c1,?,.,3.3µM*
COc1ccc(/C=C/C(=O)NCC2Cc3cccc(-c4nc(C)cnc4C)c3O2)cc1OC (stereo not given),9%,.,-4%
COC(=O)c1cccc(C(=O)NCc2nc(-c3cccc(NC(=O)c4ccoc4C)c3)oc2C)c1,-6%[9.04 µM],.,21µM*
Cc1nc(S(=O)(=O)c2ccc(Cl)cc2Cl)nc2c1CCC2,-12%,2%,-18%
O=C(NC1CCC(O)CC1)c1cccc2cccnc12 (stereo not given),37%[activator],.,-4%
Cc1oc2ccc(NS(=O)(=O)c3ccccc3)cc2c1C(=O)Nc1ccccc1,3%,-1%,-12%

Some of the entries so far, with each value named:
> C=C(C)Cn1cnc2cc(C)c(C)cc21
  TDP1 cell CPT: -1% | TDP1 inh: 6% | DT40 TDP1 no CPT: -1%
> COc1ccc(CCNC(=O)c2ccccc2Cl)cc1OC
  TDP1 cell CPT: -7% | TDP1 inh: 8% | DT40 TDP1 no CPT: 19%

Remaining list, next part
compound,TDP1 cell CPT,TDP1 inh,DT40 TDP1 no CPT
Cc1cccc(CC(C)NC(=O)CCc2nnc(-c3ccccc3)o2)n1 (stereo not given),3%,3%,-21%
Cc1cccc(NC(=O)CNC(=O)c2cn(Cc3ccccc3)nc2-c2cccnc2)c1C,-13%,1%,0%
CCOc1ccc(Br)cc1S(=O)(=O)NCCN1CCCC1,1%,.,-21%
CC(NC(=O)c1cccc(S(=O)(=O)N2CCN(C)CC2)c1)C1CC2CCC1C2 (stereo not given),-13%,-2%,?
COCCC(=O)N1CCCC(CCC(=O)NCc2ccc(F)c(F)c2)C1 (stereo not given),-19%,-1%,-5%
Cc1cccc(OCc2nnc(N)s2)c1C,-3%,-1%,-28%
O=S(=O)(c1cccc2cccnc12)N(CCO)CCO,-24%,-1%,-5%
O=C(NCc1ccc(Cl)cc1)C1CCCN(c2cnccn2)C1 (stereo not given),2%,5%,?
C/C=C\C=C/C(=O)Nc1cccc(C2=NOC3(C2)C[C@@H](C(N)=O)N(C(=O)C2(C)CC2)C3)c1 (stereo not given in full),-3%,2%,-10%
Cc1ccc2nc(-c3ccc(NC(=O)COCC(=O)O)cc3)sc2c1,1%,0%,2%
C[C@H](CO)N1C[C@H](C)[C@H](CN(C)S(=O)(=O)c2cn(C)cn2)Oc2ccc(NC(=O)Nc3ccc(C(F)(F)F)cc3)cc2CC1=O,?,1%,13µM*
COc1ccc(Nc2nc(N)nc(CSc3nccc(C)n3)n2)cc1,-19%,7%,-17%
CCN(CC)C(=O)Cn1ncc2c([nH]c3ccc(C)cc32)c1=O,6%,1%,-3%
O=S1(=O)CC/C(=N/Nc2ccccn2)c2cc(F)ccc21,?,5%,?
CC(C)(C)c1ccc(CC(=O)N2CCC2(C)C(=O)NS(=O)(=O)c2cccs2)cc1 (stereo not given),1%,.,3%
CC(=O)N1CCc2cc(CNC(=O)Cc3ccc(F)cc3)ccc21,-18%,0%,-25%
Cc1ccccc1CNC(=O)c1ccc(CS(=O)Cc2ccc(Cl)cc2)o1 (stereo not given),?,3%,?
COc1ccc([N+](=O)[O-])cc1NC(=O)C(C)c1ccccc1 (stereo not given),-14%,2%,-27%
O=C(NCc1cc(Cl)cc(Cl)c1)c1ccc2nc([C@H]3C[C@H](O)[C@@H](CO)O3)[nH]c2c1,-2%,.,-5%
Cc1ccccc1/C=C/C12NC(=O)CN1c1ccccc1C2(C)C (stereo not given),-22%,6%,?
CCC(C)n1c(SCC(=O)N(CC)c2c(N)n(Cc3ccccc3)c(=O)[nH]c2=O)nc2ccccc2c1=O (stereo not given),-26%,.,-13%
CCNc1ncc2ncc(=O)n(Cc3cccc(OC)c3)c2n1,?,.,?
CCCOC(=O)c1ccc(NC(=O)c2cc(OC)c(OC)c(OC)c2Br)cc1,?,3%,?
COc1ccc(NC(=O)CN2C(=O)c3cccc4cccc2c34)c(OC)c1,?,0%,?
COc1cc(C(=O)N2CCN(C(=O)c3ccco3)CC2)cc(OC)c1OC,-2%,0%,-5%
Nc1ncnc(Nc2cc(C(F)(F)F)cc(C(F)(F)F)c2)n1,-12%,.,-25%
CC1CCCN(C(=O)COC(=O)C2=COCCO2)C1 (stereo not given),-24%,1%,2%
Cn1c(C(=O)N2CCC(C(=O)NCc3ccccc3)CC2)cc2sccc21,-4%,4%,1%
O=C(Nc1nonc1-c1ccc(Cl)cc1)c1ccccc1F,?,2%,?
Cc1ccc(OCC(=O)N2CCCCCCC2)cc1,7%,.,-17%

Five records picked at random from those above:
compound,TDP1 cell CPT,TDP1 inh,DT40 TDP1 no CPT
Cc1ccc2nc(-c3ccc(NC(=O)COCC(=O)O)cc3)sc2c1,1%,0%,2%
CCN(CC)C(=O)Cn1ncc2c([nH]c3ccc(C)cc32)c1=O,6%,1%,-3%
CCCOC(=O)c1ccc(NC(=O)c2cc(OC)c(OC)c(OC)c2Br)cc1,?,3%,?
COc1ccc(Nc2nc(N)nc(CSc3nccc(C)n3)n2)cc1,-19%,7%,-17%
COc1ccc(NC(=O)CN2C(=O)c3cccc4cccc2c34)c(OC)c1,?,0%,?

(continued)
compound,TDP1 cell CPT,TDP1 inh,DT40 TDP1 no CPT
COc1cc2ncnc(NCCCN3CCOCC3)c2cc1OC,6%,4%,4%
CCCCNc1cnn(-c2ccccc2)c(=O)c1Cl,2%,5%,-1%
COc1ccc(NC(=S)NCCCN2CCCC2=O)c(OC)c1,20%,0%,18%
CCOC(=O)Cn1cc(/C=N/NC(=O)c2cc3ccccc3o2)c2ccccc21,0%,4%,?
COc1cccc(NC(=O)CSc2nc3scc(C)c3c(=O)[nH]2)c1,3%,.,-7%
O=C(/C=C/c1ccc[nH]1)c1ccc(F)cc1,-28%,1%,-10%
CCOC(=O)c1cccc(NC(=O)c2ccc(F)cc2F)c1,-30%,.,?
CCCCC[C@@H](C)N1C[C@H](COCc2ccccc2)Oc2cc(N3CC[C@@H](N(C)C)C3)ccc2S1(=O)=O,23µM*,.,21µM*
Cc1ccc(Cc2nnc(SCC(=O)Nc3ccccc3Cl)[nH]c2=O)cc1,-18%,-1%[0.505 µM],?
COCCNC(=S)N(CCCO)Cc1cc2cc3c(cc2[nH]c1=O)OCO3,-4%,.,1%
CCOC(=O)C1Nc2c(cc(C(F)(F)F)cc2[N+](=O)[O-])C2c3ccccc3CC12 (stereo not given),18µM*,.,?
CCCCOC(=O)c1ccc(NS(=O)(=O)c2cc(-c3nnnn3CC)ccc2OC)cc1,13%,0%,-8%
COc1ccc(NS(=O)(=O)c2cccc(C(=O)NCc3cccnc3)c2)cc1,-26%,5%,-29%
Cc1cc(-c2nn(-c3ccccc3F)cc2CN2CCCC(CO)C2)c(C)s1 (stereo not given),?,6%,?
O=C(CN1C(=O)CSC1=O)N1CCc2ccccc2C1,-5%,5%,-6%
CCOc1nc(C)ccc1-c1noc(-c2cccnc2)n1,-7%,.,-25%
O=C(Nc1ccc(S(=O)(=O)N2CCCCC2)cc1)c1cnccn1,-20%,-1%,?
O=[N+]([O-])c1cccnc1Nc1ccc(Cl)cc1,2%,.,1%
CCOC(=O)c1ccc(NC(=O)c2cc(=O)c3cc(CC)ccc3o2)cc1,0%,2%,-15%
Cc1nc2nc(-c3ccc(Cl)cc3)[nH]n2c(=O)c1Cc1ccccc1,4%,3%,-28%
c1ccc(CNCCC(Cc2ccccc2)c2ccco2)cc1 (stereo not given),?,.,16µM*
O=C(CSc1ccccc1)Nc1ccccc1C(=O)N1CCCC1,0%,-4%,0%
COC(=O)c1cc(S(=O)(=O)N2CCN(c3ccc(C)cc3C)CC2)cn1C,?,5%,-30%
CCn1c(SCC(=O)NCc2ccco2)nc2c1c(=O)n(C)c(=O)n2C,-5%,0%,-1%
CCCCCn1c(CCNC(=O)c2ccc(F)cc2)nc2ccccc21,23µM*,3%,18µM*
CCC1(C)Cc2c(sc3nc(SC)nc(NCCN(C)C)c23)CO1 (stereo not given),-15%,0%,?
COc1ccccc1CN1CCN(S(=O)(=O)c2ccccc2)CC1,-2%,-5%,?
O=C(NC1CC1)C1=C[C@@H](c2ccccc2)C[C@@H](OCc2ccc(CO)cc2)O1,-1%,0%,-29%
Cc1cccc(CCN2C(N(C)C)=NC[C@@H]2CC(C)C)c1,?,-1%,?
Cc1cccc(N2CCN(C(=O)CCNS(=O)(=O)c3ccc4c(c3)oc(=O)n4C)CC2C)c1 (stereo not given),?,4%,?
CC1(C)CC(NC(=O)c2ccc(Cl)c(S(=O)(=O)N(Cc3ccccc3)c3ccccc3)c2)CC(C)(C)N1,?,.,?
CC(C)C(=O)Nc1cc(S(=O)(=O)Nc2ccc(Cl)cc2)ccc1Cl,?,0%,-8%
CN(C(=O)COC(=O)c1ccccc1SCC(=O)N1CCCC1)c1ccccc1,-21%,4%,?
COc1ccc(CC(=O)NCc2nc3cccnc3n2Cc2ccc(C)cc2)cc1OC,?,.,?
CCOc1cc(C2C(C(=O)c3ccc(C)o3)=C(O)C(=O)N2CCc2ccccc2)ccc1O (stereo not given),-13%,5%,-2%
Cc1ccc(N(C(=O)CNC(=O)c2ccco2)C(C(=O)NC2CCCC2)c2ccncc2)cc1 (stereo not given),4%,3%[0.0935 µM],-6%
Cn1c(=O)c(C(=O)COc2ccc(F)cc2Cl)c(N)n(Cc2ccccc2)c1=O,?,3%,?
CC(C)Cc1nn2c(=O)cc(COC(=O)c3ccc4c(c3)OCO4)nc2s1,?,3%,-11%

Compounds as they come. Share with any hit: about 18%.
